# All columns: NCI-60 one-dose screen, growth in % after 48 h at 10 µM unless noted; 100 = growth as untreated, 0 = no growth, -100 = all killed.
# SK-MEL-5 – SK-MEL-5 melanoma; hit rate 6.4% among 80,000
# MALME-3M – MALME-3M melanoma | hit rate 5.8% among 78,000 | AID 1794766
# M14 – M14 melanoma; hit rate 6.2% among 80,000
# SK-MEL-28 – SK-MEL-28 melanoma; hit rate 4.1% among 81,000
# UACC-257 – UACC-257 melanoma. hit rate 4.4% among 78,000. AID 1794764
# SK-MEL-2 – SK-MEL-2 melanoma; hit rate 4.7% among 77,000
# MDA-MB-435 – MDA-MB-435 melanoma | hit rate 7.8% among 82,000 | AID 1794794
# UACC-62 – UACC-62 melanoma. hit rate 5.4% among 81,000. AID 1794756
# Starred values were filed as active, the others as inactive; nt = no result given; & = joins results of further samples. Rule for the calls: active = growth percent below 10; inactive = the rest.
SMILES,SK-MEL-5,MALME-3M,M14,SK-MEL-28,UACC-257,SK-MEL-2,MDA-MB-435,UACC-62
Nc1nc2c(N=Nc3ccc(Br)cc3)c(N)nn2cc1-c1nc2ccccc2s1,101,90,100,96,104,97,103,96
NC(N)=NCCCCC(N)C(=O)O (centres undefined),97,98,104,110,nt,109,108,nt
COc1ccc(-c2cc(-c3cccnc3)nc(SCC#N)c2C#N)cc1OC,84,107,107,119,100,110,112,98
Oc1ccccc1N=Cc1ccccc1Cl,89,116,100,121,95,95,102,94
O=C1NC(=O)C2(CCCC2)N1,107,97,105,108,103,130,102,nt
Cc1cc2c(cc1C)Nc1sc(NC(=O)CN3CCOCC3)nc1C(=O)N2,nt,104,104,105,109,nt,102,98
CN1CCN(Cc2ccc(C(=O)Nc3cccc(C#Cc4cccc5[nH]nc(N)c45)c3)cc2C(F)(F)F)CC1,nt,-83*,-96*,-97*,-95*,-89*,-70*,-88*
O=C1CSC2=N/C(=C\c3ccc(Cl)cc3)C(=O)N12,103,85,102,110,nt,nt,97,106
Cn1c(=O)[nH]c(=O)c2nc(/C=C(\O)c3ccc(Br)cc3)c(=O)[nH]c21,95,100,102,106,107,100,103,97
O=C(O)CNC(=O)C1(NC(=O)OCc2ccccc2)CCCC1,100,nt,105,111,102,107,99,101
CCc1c(C(=O)NC)[nH]c(C)c1C(C)=O,97,104,95,105,94,99,100,91
Cc1csc(=NCc2cccnc2)n1C,99,99,102,101,95,nt,99,101
Cc1ncc(-c2ccc(N)c(NC(=O)N3Cc4cn(C)nc4C3)n2)s1,106,97,95,104,86,85,105,88
COc1cc(/C=N/Nc2nc3c([nH]2)c(=O)n(C)c(=O)n3C)ccc1O,104&98,98&89,108&102,107&108,110&102,108&98,116&104,98&92
Cc1ccc(S(=O)(=O)NCCc2ccccc2)cc1,102,102,112,107,96,117,111,91
C#CCOc1ccc(-c2csc(NC(=O)C=C)n2)cc1NS(=O)(=O)c1cccc2c(N(C)C)cccc12,64,62,32,15,69,69,15,37
CC(=O)c1cc(C(=O)c2ccc(Br)cc2)n2ccc(C)cc12,90,100,91,101,98,103,94,89
Cn1cc2c(c1)-c1nc(Nc3ccccc3)ncc1CC2,73,95,55,100,90,74,70,51
C=CCn1c(SCC(=O)Nc2ccc(C(=O)/C=C/c3cc(OC)c(OC)c(OC)c3)cc2)nnc1-c1ccc(OC)c(OC)c1,93,98,102,119,90,93,100,97
N#Cc1c(-c2ccc(F)cc2)nc(N/N=C/c2ccc[nH]2)nc1N1CCOCC1,91,94,100,94,98,100,93,86
COc1ccc(CCn2c(C)nc3ccc(C)cc3c2=O)cc1OC,93,83,94,98,99,nt,94,79
C[C@@]12CC[C@H]3[C@H](CNCCc4ccccc4F)C(=O)O[C@@H]3C13C=CC(=O)[C@]32C (some centres undefined),98,96,97,103,79,112,95,104
N=C(c1cccs1)c1ccccc1Cc1ccccc1,98,84,92,99,89,112,84,80
Oc1ccc(Br)cc1/C=N/Nc1nc(-c2ccc(Br)cc2)cs1,93,89,99,107,104,100,100,84
CCOC(=O)c1c(C)[nH]c(C(C)=O)c1C,106,97,93,111,106,74,103,101
COc1cc2nc(Cl)nc(Nc3cccc(C(C)=O)c3)c2cc1OC,97,101,99,93,111,106,98,95
OCCN1CCCC1,97,nt,93,111,nt,105,98,94
O=CNCC(=O)O,nt,120,119,112,104,115,103,114
Cc1ccc(N=C=C(c2ccccc2)c2ccccc2)cc1,89,95,-7.3*,106,89,98,80,85
CC(C)(C)Nc1c(-c2c3ccccc3cc3ccccc23)nc2ccccn12,84,81,70,82,75,77,90,51
O=C1/C(=C/c2ccccc2)CN(C(=O)c2cccnc2)C/C1=C\c1ccccc1,-39*,24,-41*,-9.4*,24,90,-28*,-46*
CN1C(=O)N(C)C2NC(N/N=C/c3ccccc3)=NC21 (centres undefined),102,98,99,102,99,108,100,100
Cc1nc2ccccc2c(/C=C/c2ccc(Cl)cc2)c1C(N)=O,90,104,106,109,104,108,101,89
CC(=O)OCCN1C=C(S(C)(=O)=O)C2=NCCCN2C1=O,101,101,107,104,99,106,99,98
CC(Nc1ccc2c(c1)C(=O)c1ccccc1C2=O)C(=O)Nc1ccc2c(c1)C(=O)c1ccccc1C2=O (centres undefined),35,65,86,117,113,63,106,77
O=C(Nc1ccc(Oc2ncnc3scc(Nc4n[nH]c(=S)s4)c23)cc1)C1(C(=O)Nc2cccc(C(F)(F)F)c2)CC1,95,96,103,108,110,113,105,87
C/C(CC/C(C)=N/NC(N)=O)=N/NC(N)=O,102,100,101,110,102,103,98,nt
O=C(NCCO)c1ccc(O)cc1O,114,113,102,107,100,nt,107,112
O=C(O)c1ccc(O)c(O)c1,94,103,96,114,134,nt,94,93
O=C(CN1C(=O)NC2NC(=O)NC21)Nc1ccccc1O (centres undefined),101,100,99,114,114,106,103,95
COc1ccc(/C(C)=N\NC(=O)c2cc3ccccc3oc2=N)cc1,100,97,109,113,111,112,101,99
O=S1(=O)Oc2c(Cl)cc(Cl)cc2S(=O)(=O)Oc2c(Cl)cc(Cl)cc21,102,88,113,96,92,107,91,94
CN=C(NC)c1ccc(CN2CCN(Cc3ccc(C(=NC)NC)cc3)CC2)cc1,102,99,115,112,87,98,110,96
O=c1[nH]c(=O)n(Cc2ccc(B(O)O)cc2)cc1F,104,108,112,110,94,110,99,95
Cc1ccccc1-n1c(C)nc2c(c(C)nn2-c2ccccc2)c1=O,63,102,92,114,108,85,98,74
Cc1cc(C)n(-c2nc(-c3ccccc3)c(C#N)c(=O)n2C)n1,105,107,100,152,108,115,127,95
C1CCCc2c(-c3noc4c3CCCCCC4)noc2CC1,100,100,107,107,105,110,116,98
Cc1ccc(S(=O)(=O)Oc2c(Br)cc(Br)cc2Br)cc1,93,91,nt,118,94,104,50,70
C/C1=C\CC2CCC(C)(O)C(CC(O)/C(C)=C/CC1)C2(C)C (centres undefined),90,103,106,119,nt,104,107,83
O=c1oc2ccccc2cc1-c1cs/c(=N/N=C\c2ccc(Cl)cc2)n1/N=C/c1ccc(Cl)cc1,106,94,nt,109,85,88,107,91
# (list continues)
SMILES,SK-MEL-5,MALME-3M,M14,SK-MEL-28,UACC-257,SK-MEL-2,MDA-MB-435,UACC-62
NC(N)=NS(=O)(=O)c1ccc(N=Nc2c(N)[nH][nH]c2=O)cc1,101,96,109,103,117,nt,103,96
O=[N+]([O-])c1ccc(Sc2ccccc2)cc1,93,112,104,105,106,111,99,103
CC1(C)OCC(COC(c2ccccc2)(c2ccccc2)c2ccccc2)O1 (centres undefined),105,nt,95,103,92,83,106,99
COc1ccc(C2C3=C(COC3=O)N(CCO)c3cc4c(cc32)CCC4)cc1 (centres undefined),36,65,38,nt,57,78,0.3*,48
C[C@H]1CNCCCN1S(=O)(=O)c1cccc2cncc(F)c12,111,117,107,103,110,nt,106,109
COc1cc2nc(-c3ccc(C(F)(F)F)cc3)cc(OCCN3CCC(O)CC3)c2cc1OC,68,84,25,81,92,103,94,84
O=C1C(c2[nH]c3ccc(S(=O)(=O)O)cc3c2O)=Nc2ccc(S(=O)(=O)O)cc21,95,nt,98,nt,87,120,116,103
Cc1ccc(S(=O)(=O)N/N=C2/CC3CCC(C)(C2)C3)cc1 (centres undefined),103,112,98,97,99,105,114,96
Cc1ccc(/C=C/C(=O)c2ccc(NC(=O)CSc3nc4c([nH]3)c(=O)n(C)c(=O)n4C)cc2)c(C)c1,70,59,57,62,62,92,61,69
N#C/C(=C/N)C(N)=O,102,98,97,110,100,102,103,96

# The closing 4 entries of the part before are carried over, then new ones follow.
SMILES,SK-MEL-5,MALME-3M,M14,SK-MEL-28,UACC-257,SK-MEL-2,MDA-MB-435,UACC-62
O=C1C(c2[nH]c3ccc(S(=O)(=O)O)cc3c2O)=Nc2ccc(S(=O)(=O)O)cc21,95,nt,98,nt,87,120,116,103
Cc1ccc(S(=O)(=O)N/N=C2/CC3CCC(C)(C2)C3)cc1 (centres undefined),103,112,98,97,99,105,114,96
Cc1ccc(/C=C/C(=O)c2ccc(NC(=O)CSc3nc4c([nH]3)c(=O)n(C)c(=O)n4C)cc2)c(C)c1,70,59,57,62,62,92,61,69
N#C/C(=C/N)C(N)=O,102,98,97,110,100,102,103,96
COc1ccc(NC(=O)Nc2ccc(-c3cccnc3)cc2Oc2cc(OC)c(OC)c(OC)c2)cc1,91,100,117,115,91,101,103,85
O=C(Nc1ccc2c(ccn2C(=O)c2cccc(F)c2)c1)c1ccnc([N+](=O)[O-])c1,101,112,107,110,102,114,98,94
COc1ccc(-n2nc(C(=O)NCC(=O)O)nc2-c2ccccc2)cc1,100,92,102,108,97,100,111,102
CC(C)C[C@H](NC(=O)[C@@H]1CCCCCCCCCCC(=O)N[C@@H](CC(=O)N2CCC[C@@H]2C2CCCC2)C(=O)N1)B(O)O,-92*,-75*,-48*,-5.7*,-31*,-71*,-57*,-87*
COc1cnc2c(c1)C(=O)c1c-2n(CCCNC(C)C)c(=O)c2cc(OC)c(OC)cc12,48,89,45,94,90,107,44,19
COc1nc2c(c(=O)n(C)c(=O)n2C)n1C,nt,104,97,104,97,106,98,106
COc1ccc(CC(N)(C(=O)O)c2ccccc2)cc1 (centres undefined),99,99,101,110,102,106,98,98
CC(C)(C)CC(C)(C)n1nnnc1C(NC12CC3CC(CC(C3)C1)C2)c1c2ccccc2cc2ccccc12 (centres undefined),88,96,81,91,80,91,97,67
CC(C)(C)c1ccc(CCO)cc1,96,82,104,121,97,92,89,90
COc1ccc(C(=O)/C=C/c2cn(-c3ccccc3)nc2-c2ccc(Cl)cc2)cc1,87,77,77,112,100,97,79,67
CC(C)=NOC(=O)Nc1ccccc1,103,90,101,114,109,117,110,97
Clc1ccc(-c2cc(-c3ccc(Cl)cc3)cc(-c3ccc(Cl)cc3)c2)cc1,104,101,101,117,101,88,116,95
COc1cccc(C(=O)c2ccccc2C(=O)O)c1,101,102,98,93,nt,128,106,98
CN1C(=O)CN(CCN2CC(=O)N(C)C(=O)C2)CC1=O,104,116,107,107,94,106,105,110
Cc1cc(N2CCCCC2)nc(N(CCCNc2ccnc3cc(Cl)ccc23)Cc2ccco2)n1,-92*,-5.6*,-74*,-23*,49,45,-9.5*,nt
O=C1c2cc(Cl)ccc2Oc2cc([N+](=O)[O-])ccc2N1c1ccc(Cl)cc1F,nt,100,96,115,102,100,101,79
O=c1[nH]n(C(=S)N/N=C/c2ccccc2Br)c(=O)c2ccccc12,101,101,109,108,97,115,102,96
Cc1ccc(S(=O)(=O)Nc2cccc3ccccc23)cc1,83,92,81,105,90,91,33,72
COc1cccc(C2=NN(c3ccc(-c4ccccc4)nn3)C(c3ccccc3F)C2)c1 (centres undefined),92,93,91,105,98,98,101,73
C=CCSc1nnc(-c2ccc3nc(-c4ccc(Cl)cc4)[nH]c3c2)o1,95,94,102,111,101,102,106,102
CCCCn1cc(-c2nc3ccccc3[nH]2)c2cccnc21,96,104,101,105,108,103,104,94
Cn1ncc2c(=O)[nH]nnc21,110,109,110,122,105,139,107,111
O=C1NC(Cc2ccccc2)C(=O)N1Cc1ccccc1 (centres undefined),100,103,104,104,116,104,106,91
CN(Cc1ccccc1)c1nc(Cl)c(C2CC(c3ccc(Br)cc3)=NN2C=O)s1 (centres undefined),80,101,97,101,102,92,98,75
Nc1ccccc1CCc1ccccc1N,97,95,105,96,88,111,101,83
O=[N+]([O-])c1ccc(-c2ncc(-c3ccc(O)cc3O)[nH]2)cc1,109,218,135,108,-44*,nt,121,95
Cc1c(-c2csc(N/N=C/c3ccco3)n2)nnn1-c1ccc([N+](=O)[O-])cc1,109,110,82,105,95,106,105,85
Cc1c(O)c(=O)ccn1-c1ccc2sc(N)nc2c1,97,96,96,108,95,98,103,47
O=C(COC(=O)c1ccc([N+](=O)[O-])o1)Nc1cccc(Cl)c1Cl,105,108,97,122,126,93,112,95
O=C(O)c1cc(S(=O)(=O)O)ccc1O,110,113,107,108,nt,nt,113,95

# Entries of single compounds, quoted from the list. Values in the order: SK-MEL-5	MALME-3M	M14	SK-MEL-28	UACC-257	SK-MEL-2	MDA-MB-435	UACC-62
# `Cc1nc2ccccc2c(/C=C/c2ccc(Cl)cc2)c1C(N)=O` is listed as 90	104	106	109	104	108	101	89
# `O=c1[nH]n(C(=S)N/N=C/c2ccccc2Br)c(=O)c2ccccc12` is listed as 101	101	109	108	97	115	102	96

# Further records.
SMILES,SK-MEL-5,MALME-3M,M14,SK-MEL-28,UACC-257,SK-MEL-2,MDA-MB-435,UACC-62
CCN(CC)CCNc1ccc(CO)c2sc3ccccc3c(=O)c12,nt,40,58,nt,12,45,38,31
CC(C)c1cccc(C(C)C)c1NC(=O)N1CCOCC1,98,102,93,103,107,nt,99,102
NC/C(=C/F)COc1ccc2nc(N3CCOCC3)oc2c1,100,104,102,106,106,109,100,101
Cc1cc(N=C2C=CC(=O)C=C2)c(N)cc1N,95,110,105,125,115,114,109,89
O=C(NS(=O)(=O)c1ccc2ccccc2c1)n1ccc2cc(Br)cnc21,102,106,103,109,108,102,98,112
CN(C)c1ccc2nc3c(C(=O)O)cc(=O)c(O)c-3oc2c1,103,96,105,104,96,103,108,93
CN1C(=O)N(C)C2Nn3c(s/c(=C4\C(=O)N(CCc5ccccc5)c5ccccc54)c3=O)=NC21 (centres undefined),27,85,57,76,62,69,5.6*,45
CNc1nc(Cl)nc2c1ncn2-c1ccccc1,97,154,127,127,112,92,116,91
O=C(O)Cc1cccc([N+](=O)[O-])c1,107,111,94,108,106,109,111,102

# Reformatted: 2 of the compounds above
O=C(NS(=O)(=O)c1ccc2ccccc2c1)n1ccc2cc(Br)cnc21
- SK-MEL-5: 102
- MALME-3M: 106
- M14: 103
- SK-MEL-28: 109
- UACC-257: 108
- SK-MEL-2: 102
- MDA-MB-435: 98
- UACC-62: 112

CC(=O)OCCN1C=C(S(C)(=O)=O)C2=NCCCN2C1=O
- SK-MEL-5: 101
- MALME-3M: 101
- M14: 107
- SK-MEL-28: 104
- UACC-257: 99
- SK-MEL-2: 106
- MDA-MB-435: 99
- UACC-62: 98

# Assay outcomes from PubChem.
